Assay outcomes from PubChem.
ATG4B inhibitor – ATG4B (human) cysteine protease inhibition; AID 504462; 0.51% of 340,000 active; inhibition, % at 8.33 µM; Q9Y4P1; ATG4B cleavage of LC3-PLA2, NBD-HPC fluorescence, 1 h; in the data active means inhibition above about 40%
Target sequence (Q9Y4P1 whole entry, looked up): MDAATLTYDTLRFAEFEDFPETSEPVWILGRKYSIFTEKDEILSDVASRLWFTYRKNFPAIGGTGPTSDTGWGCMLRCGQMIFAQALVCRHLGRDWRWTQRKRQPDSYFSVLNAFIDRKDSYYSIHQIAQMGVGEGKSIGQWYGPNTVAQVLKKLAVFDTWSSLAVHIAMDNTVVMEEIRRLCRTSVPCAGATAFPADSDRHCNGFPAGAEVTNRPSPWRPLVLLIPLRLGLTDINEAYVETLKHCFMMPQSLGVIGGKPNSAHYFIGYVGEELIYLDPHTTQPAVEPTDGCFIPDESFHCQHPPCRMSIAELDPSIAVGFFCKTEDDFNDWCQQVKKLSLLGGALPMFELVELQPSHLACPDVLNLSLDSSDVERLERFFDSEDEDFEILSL
MPTP inh – permeability transition pore inhibition; isolated mouse mitochondria, Ca2+ swelling absorbance, 30 min; inhibition, % at 10 µM; 1.4% of 360,000 active;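 active means inhibition of 50% or more, scaled per plate between neutral and stimulator controls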;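 further: 0% = DMSO wells given calcium and 100% = 1 mM EGTA wells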
mIAP inh – mouse IAP inhibition | purified mouse IAP, CDP-Star luminescence, 30 min | inhibition, % at 10 µM | 0.2% of 330,000 active;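 active means inhibition of at least 40% at 10 µM in the primary screen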;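 further: plate controls were DMSO with enzyme for no effect and no enzyme wells for full effect; values of inactives mirror those of a sister screen read the other way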
hIAP act – increases human intestinal alkaline phosphatase activity. purified human IAP, CDP-Star luminescence, 30 min; stronger effect = higher value; 1 = vehicle-only enzyme, 0 = enzyme-free background. activation factor at 10 µM. 0.16% of 330,000 active. AID 2524. P09923;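 active means activation factor of the enzyme at least 2-fold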; further: the source names both 10 and 20 µM as test concentration; values of inactives mirror those of a sister screen read the other way
hIAP inh – human IAP inhibition; AID 2544; P09923; 0.12% of 330,000 active; inhibition, % at 10 µM; purified IAP, CDP-Star luminescence, 30 min;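 active means inhibition reaching a set limit with compound at 10 µM in the primary screen, cut at about 35% in these data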;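 further: plate controls were DMSO wells with enzyme for no effect and no-enzyme buffer wells for full effect; values of inactives mirror those of a sister screen read the other way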
A3A deaminase – blocks human APOBEC3A ssDNA deamination; P31941; recombinant A3A, FAM/TAMRA ssDNA deamination fluorescence; inhibition, % at 20 µM; 0.41% of 330,000 active; AID 493011;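 active means at least 40% inhibition at 20 µM here, with at most 30% in a related deaminase screen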;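 further: plate controls were A3A with DMSO for no effect and wells lacking A3A enzyme for full effect; some results filed as inactive read as strong as hits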
Target sequence (P31941 whole entry, looked up): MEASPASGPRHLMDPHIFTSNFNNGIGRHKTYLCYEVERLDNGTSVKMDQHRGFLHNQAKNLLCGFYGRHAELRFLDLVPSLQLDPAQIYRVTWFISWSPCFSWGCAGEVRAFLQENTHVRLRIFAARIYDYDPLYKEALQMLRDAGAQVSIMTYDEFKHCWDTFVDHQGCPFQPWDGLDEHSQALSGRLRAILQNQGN
MIN6 prolif – MIN6 beta-cell proliferation induction; AID 2380; 0.29% of 330,000 active; proliferation, % at 10 µM; MIN6 cells proliferation, ATPlite luminescence, 48 h; cells starved in 0.2% serum; 100% = growth in 10% serum;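 active means compounds whose signal lies at least 3.5 SD above the mean of all wells on their plate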;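 further: 0% = DMSO-treated cells in low-serum medium and 100% = 10% serum control; some compounds called inactive have numbers as strong as hits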
A3G deaminase – inhibitors of human APOBEC3G DNA deaminase. AID 493012. inhibition, % at 20 µM. 0.28% of 330,000 active. recombinant A3G, ssDNA deamination FAM/TAMRA fluorescence. Q9HC16;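 active means inhibition of at least 40% at 20 µM, with no more than 30% in the related APOBEC3A deaminase screen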;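 further: plate controls were DMSO wells with A3G for no effect and wells lacking A3G enzyme for full effect; some compounds called inactive have numbers as strong as hits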
Target sequence (Q9HC16 whole entry, looked up): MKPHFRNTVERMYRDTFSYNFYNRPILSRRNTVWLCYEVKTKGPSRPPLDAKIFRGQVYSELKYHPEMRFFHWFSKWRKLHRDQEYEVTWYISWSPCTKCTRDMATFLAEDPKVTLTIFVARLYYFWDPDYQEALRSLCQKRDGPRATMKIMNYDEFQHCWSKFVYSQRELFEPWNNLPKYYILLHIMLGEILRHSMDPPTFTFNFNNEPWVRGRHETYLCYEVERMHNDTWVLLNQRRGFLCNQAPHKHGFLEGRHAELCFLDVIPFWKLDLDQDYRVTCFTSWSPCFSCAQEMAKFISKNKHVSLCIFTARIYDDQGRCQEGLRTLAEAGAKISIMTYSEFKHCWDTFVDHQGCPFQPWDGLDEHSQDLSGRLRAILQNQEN
mIAP act – increases mouse intestinal alkaline phosphatase activity. muIAP, CDP-Star luminescence, 30 min; stronger effect = higher value; 1 = vehicle-only enzyme signal, 0 = enzyme-free wells. 0.24% of 330,000 active. activation factor at 10 µM. AID 2805;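 active means activation factor of at least 2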; further: the source names both 10 and 20 µM as test concentration; values of inactives mirror those of a sister screen read the other way
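Assay system: mouse IAP enzyme; reagent: chemiluminescent substrate CDP-Star; dosing: test compounds delivered from DMSO solution; schedule: 30 min at room temperature; measured by: luminescence from enzymatic CDP-Star hydrolysis; controls: DMSO-only wells and no-enzyme negative control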
Numbers without * were called inactive; nt = not tested or not shown.

| molecule | ATG4B inhibitor | MPTP inh | mIAP inh | hIAP act | hIAP inh | A3A deaminase | MIN6 prolif | A3G deaminase | mIAP act |
| --- | --- | --- | --- | --- | --- | --- | --- | --- | --- |
| Nc1ccc2c(c1)COc1ccccc1O2 | 9.8 | -3.2 | -0.1 | 0.97 | 3.0 | -3.6 | -3.0 | -5.9 | 1 |
| CC(C)(C)c1ccc(C(=O)/C(C#N)=C/c2cccs2)cc1 | 11.8 | 0.4 | 17.3 | 0.987 | 1.3 | -0.9 | -0.4 | -6.6 | 0.827 |
| CCc1nc(SCc2cc(Cl)ccc2OC)n[nH]1 | 7.8 | 0.4 | 5.3 | 0.838 | 16.2 | 2.1 | -1.9 | -1.5 | 0.947 |
| CCN(CC)S(=O)(=O)c1ccc(-c2nnc(SCC(=O)N3CCOCC3)o2)cc1 | -9.4 | 0.5 | 2.3 | 1.26 | -26.0 | -2.1 | -3.3 | -1.6 | 0.977 |
| CC(C)(C)SC(=O)CC1NS(=O)(=O)OC2CCCCC12 (stereo not drawn) | -12.6 | -1.3 | -1.1 | 1.13 | -13.3 | 1.4 | -1.6 | -4.2 | 1.01 |
| CCOC(=O)CCc1c(C)nc2c(c(C)nn2-c2ccccc2)c1C | -6.2 | -0.4 | 10.1 | 0.842 | 15.8 | -3.0 | 0.1 | -9.3 | 0.899 |
| Cc1ccc(-c2nnn(CCC(=O)N3CCCCC3C)n2)cc1 (stereo not drawn) | 3.9 | -0.2 | 4.5 | 0.952 | 4.8 | 15.3 | 0.4 | 0.8 | 0.955 |
| CCOC(=O)c1c(S(=O)(=O)Nc2ccc(C)cn2)c(C)n(C)c1C | 0.8 | -1.5 | -1.3 | 0.918 | 8.2 | -3.2 | -2.4 | 1.5 | 1.01 |
| O=c1c2sc3nc(N4CCOCC4)c4c(c3c2ncn1-c1ccccc1)CCCC4 | 20.6 | -3.0 | 6.7 | 0.808 | 19.2 | 3.8 | -6.5 | -8.7 | 0.933 |
| COc1ccc(C(=O)NCc2nnc(SCC(=O)Nc3ccccc3OC)n2C)cc1 | -7.8 | 0.1 | -5.1 | 1.12 | -11.8 | 2.0 | -0.5 | -2.9 | 1.05 |
| Nc1nccnc1C(=O)OCC(=O)Nc1cccc(S(=O)(=O)N2CCCCC2)c1 | -2.9 | -0.7 | 2.9 | 0.954 | 4.6 | -1.2 | -1.2 | -3.5 | 0.971 |
| O=C(O)c1cn(Cc2ccccc2)c2ccc(Cl)cc2c1=O | -10.8 | 0.0 | -5.9 | 0.911 | 8.9 | -1.8 | -2.4 | -1.9 | 1.06 |
| CC(=O)N/N=C/c1cc(C(C)C)cc(/C=N/NC(C)=O)c1O | -13.2 | -1.2 | 10.8 | 2.54* | -153.5 | -3.4 | -5.4 | -9.1 | 0.892 |
| CCCC(=O)C1=C(O)C(C(=O)OC)C(C)(C)CC1=NC(C)C (stereo not drawn) | -2.3 | 6.8 | -8.1 | 1.18 | -18.1 | 2.3 | -2.2 | 2.4 | 1.08 |
| C=CCN(CC=C)C(=O)c1ccc(OC2CCN(Cc3ccccn3)CC2)cc1 | 3.4 | 1.7 | 0.9 | 1.02 | -2.3 | 1.1 | 1.2 | 3.7 | 0.991 |
| Nc1ccc(C(=O)OCC(=O)NC(=O)c2ccccc2)cc1[N+](=O)[O-] | -5.1 | -0.2 | 1.3 | 1.13 | -13.3 | 0.7 | 7.2 | -5.2 | 0.987 |
| CCCCn1c(N)c(N(CC(C)C)C(=O)CSc2nnc(-c3ccc(Cl)cc3)o2)c(=O)[nH]c1=O | -8.7 | 0.4 | -2.9 | 0.975 | 2.5 | 5.1 | -5.5 | -5.9 | 1.03 |
| Cc1ccc(C(=O)Nc2nnc(C)s2)o1 | -13.9 | 0.3 | 6.0 | 1.11 | -11.5 | -4.4 | -1.1 | -6.5 | 0.94 |
| Cc1ccc(C2C(C(=O)c3cccs3)=C(O)C(=O)N2CCN2CCOCC2)o1 (stereo not drawn) | -2.4 | 0.1 | -3.3 | 0.993 | 0.7 | -3.8 | 4.7 | 0.1 | 1.03 |
| O=C(NCCc1ccc(Cl)cc1)c1ccc(CS(=O)Cc2ccccc2Cl)o1 (stereo not drawn) | 5.5 | -1.3 | -0.4 | 0.869 | 13.1 | -3.5 | 5.0 | -5.0 | 1 |
| O=C(Nc1cc(-c2nc3ncccc3o2)ccc1Cl)c1ccc2c(c1)OCO2 | -7.0 | -1.2 | -2.0 | 0.844 | 15.6 | -0.6 | 0.2 | -5.3 | 1.02 |
| Cc1[nH]c2ccc(F)cc2c1CCNC(=O)C1CCCCC1C(=O)OCC(F)(F)F (stereo not drawn) | -12.3 | 2.4 | 3.5 | 0.993 | 0.7 | -3.2 | 0.0 | -5.5 | 0.965 |
| COC(=O)N/N=C/c1cc(C)n(-c2ccc(F)cc2)c1C | -4.7 | -0.5 | -3.6 | 1.17 | -16.8 | -1.5 | 1.5 | 3.7 | 1.04 |
| O=C(O)c1ccc(CNS(=O)(=O)c2ccc(Oc3ccccc3Cl)cc2)cc1 | 3.4 | -0.9 | -1.1 | 1.02 | -1.9 | -6.1 | -0.8 | -6.0 | 1.01 |
| Cc1ccc2c(COC(=O)CNC(=O)c3ccccc3)cc(=O)oc2c1 | -0.1 | 29.5 | -1.3 | 1.05 | -5.5 | -7.0 | -1.1 | -6.9 | 1.01 |
| CCSC1=N/C(=C\c2cccc(F)c2)C(=O)S1 | -5.8 | 0.5 | 5.4 | 0.925 | 7.5 | -2.7 | -1.3 | -7.2 | 0.946 |
| Cc1cc(C)n(C2CC(=O)N(c3cccc(Cl)c3)C2=O)n1 (stereo not drawn) | 5.3 | 1.3 | 5.8 | 1 | -0.1 | -3.9 | -1.5 | -11.7 | 0.942 |
| Cc1noc(C)c1S(=O)(=O)N(C)C[C@H]1Oc2ccc(NS(=O)(=O)c3ccccc3)cc2C(=O)N([C@H](C)CO)C[C@@H]1C | -6.9 | 0.3 | -11.4 | 1.12 | -12.4 | -5.2 | 0.8 | -9.3 | 1.11 |
| CCc1ccc(CCC(=O)Nc2ccccc2C(=O)O)o1 | -8.2 | -1.7 | 2.9 | 0.885 | 11.5 | 0.3 | -2.7 | -0.5 | 0.971 |
| CCN(C(=O)CSc1nnc(-c2ccc(OC(F)F)cc2)n1N)C1CCS(=O)(=O)C1 (stereo not drawn) | 4.2 | -1.1 | 5.7 | 1.08 | -8.3 | -0.2 | 3.8 | -6.5 | 0.943 |
| CC(Oc1ccc(Cl)cc1Cl)C(=O)NC1=NN(c2ccccc2)C(=O)C1 (stereo not drawn) | 5.6 | 1.3 | -6.2 | 1.23 | -22.7 | -4.9 | -5.0 | -3.0 | 1.06 |
| O=C(Nc1ccc(Cl)cn1)c1cccc(S(=O)(=O)N2CCOCC2)c1 | -2.2 | -0.6 | 6.2 | 0.915 | 8.5 | -0.9 | -1.1 | -5.8 | 0.938 |
| COc1ccccc1OCCOCCOc1ccccc1Cl | -9.5 | 0.6 | 1.0 | 1.06 | -6.1 | -1.9 | -2.7 | -8.8 | 0.99 |
| CC(C)COP(=O)(OCC(C)C)C(O)c1ccc2c(c1)OCO2 (stereo not drawn) | 1.5 | 0.1 | -5.8 | 0.984 | 1.6 | -2.9 | -0.6 | -9.7 | 1.06 |
| O=C(NNC(=O)c1ccccc1F)c1cccc(S(=O)(=O)N2CCc3ccccc32)c1 | -2.7 | 36.4 | 6.2 | 1.25 | -24.9 | -1.0 | -5.8 | -6.5 | 0.938 |
| COc1ccc(NC(=O)c2cc(OC)c(OC)cc2OC)c(S(=O)(=O)N2CCOCC2)c1 | -0.1 | 0.2 | 0.8 | 1.11 | -10.6 | -18.8 | 0.3 | -3.1 | 0.992 |
| Cc1cc(N)n(-c2ccc(S(=O)(=O)N3CCOCC3)cc2[N+](=O)[O-])n1 | -3.6 | 0.9 | 4.4 | 1.14 | -13.6 | -7.0 | -0.2 | -7.5 | 0.956 |
| O=C1CC(Sc2nnc(-c3ccccc3O)o2)C(=O)N1c1ccccc1 (stereo not drawn) | -12.2 | 1.0 | 10.9 | 1.1 | -10.4 | -3.2 | -4.5 | -2.1 | 0.891 |
| CCC1CCCCN1CCCNC(=O)C1CCN(Cc2nc(-c3ccc(Cl)cc3)oc2C)CC1 (stereo not drawn) | 0.0 | 61.2* | -12.7 | 1.36 | -36.5 | -4.1 | -3.9 | -3.4 | 1.13 |
| Cc1ccc(N(CC(=O)NCCSc2ccccn2)S(C)(=O)=O)cc1 | -8.2 | -0.7 | -0.1 | 1.21 | -20.8 | -1.2 | -4.1 | -9.7 | 1 |
| COc1c2c(cc3oc(=O)ccc13)OC(C)(C)C=C2 | -6.8 | -0.6 | 13.7 | 0.857 | 14.3 | -1.9 | 0.7 | -3.5 | 0.863 |
| O=C(NC(=S)NCC1CCCO1)c1ccccc1[N+](=O)[O-] (stereo not drawn) | -3.4 | -1.0 | 5.3 | 0.789 | 21.1 | -1.3 | 1.1 | -2.1 | 0.947 |
| O=C(CSC1=NS(=O)(=O)c2ccccc2N1)NCc1ccc(F)cc1 | 2.4 | -1.4 | 4.6 | 0.856 | 14.4 | -1.9 | 0.2 | -6.8 | 0.954 |
| O=C(Nc1nc(-c2ccccc2)cs1)c1cccnc1 | -9.5 | 1.1 | -11.9 | 0.89 | 11.0 | -2.1 | -2.7 | -3.9 | 1.12 |
| NS(=O)(=O)OCc1ccc(C(F)(F)F)cc1 | 3.3 | -1.0 | 2.0 | 0.743 | 25.7 | -4.8 | 0.1 | -6.5 | 0.98 |
| Cc1ccc(C(=O)Oc2ccc(C(=O)COC(=O)C3CC(=O)N(Cc4ccco4)C3)cc2)cc1 (stereo not drawn) | 1.1 | 0.9 | -10.8 | 1.1 | -10.3 | -3.0 | -3.9 | 5.2 | 1.11 |
| COc1c(F)c(F)c(C(=O)Nc2ccc3oc(-c4ccncc4)nc3c2)c(F)c1F | -7.7 | 1.3 | -1.4 | 1.19 | -19.0 | -0.5 | -0.1 | -0.5 | 1.01 |
| O=C(Cc1ccccc1[N+](=O)[O-])Nc1ccc(S(=O)(=O)N2CCCC2)cc1 | nt | -1.2 | 0.9 | 0.823 | 17.7 | 1.2 | 3.5 | 4.9 | 0.991 |
| CC(=O)NCCOC(=O)Nc1cccnc1 | 1.3 | 0.3 | 1.3 | 0.974 | 2.6 | -3.0 | -0.9 | -4.5 | 0.987 |
| CCn1c(SCC(=O)NCc2ccco2)nc2c(c1=O)SC(C)C2 (stereo not drawn) | -1.6 | 34.6 | 6.8 | 1.06 | -5.6 | 5.7 | -0.1 | 0.1 | 0.932 |
| CCOC(=O)c1sc2nccc(N(C)C)c2c1N=CNOCc1c(F)cccc1Cl | 16.7 | -0.5 | 6.1 | 1.06 | -5.6 | -1.8 | -4.0 | -6.0 | 0.939 |
| CCC(C)/C=C/C1=CC2=C(Cl)C(=O)C3(C)OC(=O)C(C(=O)C(C)C(C)O)C3C2=CO1 (stereo not drawn) | -6.7 | -0.5 | 20.1 | 0.772 | 22.8 | 0.6 | -1.2 | -5.1 | 0.799 |
| COc1cc(NC(=S)NCc2cccs2)cc(OC)c1 | -6.6 | 2.1 | -60.0 | 1.11 | -11.3 | -5.4 | -2.4 | -8.1 | 1.6 |
| COc1ccc(CC2=C(O)c3ccccc3C(=O)C2=O)cc1 | 9.5 | 1.5 | 8.6 | 0.984 | 1.6 | -6.9 | -1.6 | -5.4 | 0.914 |
| O=C(CCc1nnc(C2CCCCC2)o1)N1CCN(Cc2ccccc2)CC1 | 1.6 | -0.3 | -0.4 | 1.11 | -11.0 | -4.0 | 3.3 | -7.2 | 1 |
| CC(NCc1ccco1)C(=O)N1CCc2ccccc2C1 (stereo not drawn) | -7.8 | 25.2 | 2.3 | 1.03 | -2.8 | -8.6 | -0.1 | -7.5 | 0.977 |
